NPY2 pot ag: potentiators or agonists of human neuropeptide Y receptor Y2 | cells expressing NPY-Y2, potentiator/agonist read-out | activation, % at 3.6 µM | 0.45% of 220,000 active; in the data active means activation above about 27%;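 further: cells stimulated with NPY near EC25 plus isoproterenol at EC100; 0% = vehicle plus submaximal agonist and 100% = vehicle plus saturating agonist; some results beyond the cut were filed as inactive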
TRPN1 ag: activates the zebrafish TRPN1 channel. activation, % at 3 µM. HEK293 zebrafish TRPN1-YFP, Fluo-8 calcium fluorescence; 100% = response to 87 µM carbachol. AID 1424. 0.18% of 220,000 active;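 active means activation above its plate's cutoff, the mean activation of test wells on that plate plus 3 SD, cut at about 19% in these data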;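 further: 0% = DMSO alone and 100% = 87 µM carbachol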
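Material – zebrafish TRPN1-YFP in HEK293 cells · Doses – 3 µM single point · Schedule – dye 1 h 37 °C plus 30 min RT · Signal – Fluo-8 calcium fluorescence, excitation 470-495 nm, emission 515-575 nm · Read-out – % activation versus carbachol response · Control set – carbachol high, DMSO low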
EP2 mod: modulators of human EP2 prostaglandin E2 receptor. P43116. EP2-expressing cells, cAMP HTRF FRET, PGE2 co-stimulation. induction, % at 25 µM. 0.83% of 260,000 active. AID 940;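 active means compounds whose cAMP rise, as percent of the full-agonist control response, exceeds 60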;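 further: rat C6 glioma line stably carrying human EP2 under a CMV promoter; the protocol text gives 20 µM as final concentration; 100% = response of wells given 1 µM PGE2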
Target sequence (P43116 whole entry, looked up): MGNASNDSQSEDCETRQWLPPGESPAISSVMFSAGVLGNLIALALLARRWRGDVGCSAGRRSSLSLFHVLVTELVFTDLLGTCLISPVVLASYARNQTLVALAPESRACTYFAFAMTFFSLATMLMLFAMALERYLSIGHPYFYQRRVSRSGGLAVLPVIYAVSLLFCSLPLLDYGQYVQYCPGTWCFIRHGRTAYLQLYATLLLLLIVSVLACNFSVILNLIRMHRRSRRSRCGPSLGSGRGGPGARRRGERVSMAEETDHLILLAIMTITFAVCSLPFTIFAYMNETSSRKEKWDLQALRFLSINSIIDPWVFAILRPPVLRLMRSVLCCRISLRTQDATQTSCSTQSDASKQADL
NPY-Y1 antag: blocks the human neuropeptide Y Y1 receptor; P25929; HEK293-CNG Y1 cells, membrane potential fluorescence; NPY at EC95, then isoproterenol; inhibition, % at 3.6 µM; 1% of 200,000 active; AID 1040;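 active means inhibition above the campaign mean inhibition of all tested compounds plus 3 SD, cut at about 20% in these data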;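 further: 0% = DMSO wells given NPY plus isoproterenol and 100% = isoproterenol alone without NPY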
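Assay system: HEK293 cells with Y1 receptor plus CNG channel | Probe or stimulus: NPY (25 nM), isoproterenol (1 µM), Ro 20-1724 (25 µM) | Timing: Compound incubation 1 h at room temperature, readout 45 min post-stimulation | Measured by: Membrane-potential fluorescent dye readout | Benchmarks: High control isoproterenol alone, low control NPY with isoproterenol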
S1P4 antagonist: human S1P4 receptor antagonism. O95977. S1P4-expressing cells, antagonist mode, reporter read-out. inhibition, % at 4.98 µM. 0.26% of 220,000 active; in the data active means inhibition above about 29%;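 further: 0% = wells stimulated with agonist and 100% = vehicle wells without agonist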
S1P4 agonist: activates the human S1P4 receptor; O95977; S1P4-expressing cell line, agonist reporter assay; activation, % at 4.98 µM; 0.35% of 220,000 active; in the data active means activation above about 11%;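 further: 0% = DMSO vehicle and 100% = reference agonist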
NPY-Y1 PAM-ag: potentiators or agonists of human neuropeptide Y receptor Y1 | AID 1304 | 0.37% of 220,000 active | NPY-Y1 expressing cells, potentiator/agonist activation | activation, % at 3.6 µM | P25929; in the data active means activation above about 33%, passing the limit was not always enough;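 further: cells stimulated with NPY at EC10 then isoproterenol at EC100; 0% = low agonist plus stimulus and 100% = saturating agonist plus stimulus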
TRPML3 ag: activates the human TRPML3 channel | Q8TDD5 | HEK293 TRPML3-YFP, Fluo-8 calcium fluorescence; 100% = the carbachol control signal | activation, % at 3 µM | 0.29% of 220,000 active | AID 1448;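 active means activation above its plate's cutoff, the mean activation of the plate's test wells plus 3 SD, cut at about 12% in these data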;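 further: 0% = DMSO only wells and 100% = carbachol wells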
Target sequence (Q8TDD5 whole entry, looked up): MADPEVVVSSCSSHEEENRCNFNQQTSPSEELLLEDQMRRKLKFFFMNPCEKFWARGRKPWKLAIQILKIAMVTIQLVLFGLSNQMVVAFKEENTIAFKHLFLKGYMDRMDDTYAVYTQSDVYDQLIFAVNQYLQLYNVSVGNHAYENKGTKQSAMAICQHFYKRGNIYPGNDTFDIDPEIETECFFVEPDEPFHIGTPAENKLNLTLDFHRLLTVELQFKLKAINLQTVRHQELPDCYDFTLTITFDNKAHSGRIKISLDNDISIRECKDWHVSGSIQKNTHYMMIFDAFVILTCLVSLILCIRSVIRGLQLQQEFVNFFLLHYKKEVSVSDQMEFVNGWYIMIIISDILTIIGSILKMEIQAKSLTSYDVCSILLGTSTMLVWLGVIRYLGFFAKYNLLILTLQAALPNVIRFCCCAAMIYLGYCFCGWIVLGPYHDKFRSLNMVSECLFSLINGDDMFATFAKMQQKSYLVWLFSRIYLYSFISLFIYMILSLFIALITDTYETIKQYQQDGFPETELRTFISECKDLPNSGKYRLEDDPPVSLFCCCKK
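Test system: HEK293 cells stably carrying human TRPML3-YFP; Doses: single dose, 3 µM final nominal compound, 0.3% DMSO final; Schedule: dye loading 1 h 37 °C then 30 min ambient, 125 s read; Technique: Fluo-8 calcium fluorescence; Benchmarks: high control carbachol 87 µM, low control DMSO.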
CHOP inh: CHOP inhibition in unfolded protein response; CHO-K1 CHOP-promoter luciferase, tunicamycin-induced, 15-18 h; inhibition, % at 10 µM; 3.8% of 220,000 active;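 active means compounds that reduced the stress-induced luciferase reporter signal by more than about 70% of percent inhibition, limit read from the data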;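 further: 0% = tunicamycin plus vehicle and 100% = wells without tunicamycin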
* marks the source's active call; other numbers are inactive results; & = joins results of further samples.

Results for CC1=C(C(=O)NCc2ccccc2)C(c2cccnc2)n2ncnc2N1 (stereo not given) ?
NPY2 pot ag: -4; TRPN1 ag: 0.5; EP2 mod: -19; NPY-Y1 antag: -4; S1P4 antagonist: -2; S1P4 agonist: -2.2; NPY-Y1 PAM-ag: 15; TRPML3 ag: 0.3; CHOP inh: 60

Results for O=C(NCc1ccccc1)Nc1cccn(Cc2cccc(F)c2)c1=O ?
NPY2 pot ag: -1; TRPN1 ag: 0.9; EP2 mod: 25; NPY-Y1 antag: -4; S1P4 antagonist: -13; S1P4 agonist: -1.2; NPY-Y1 PAM-ag: -9; TRPML3 ag: 0.1; CHOP inh: 7

Results for COc1ccc(NC(=O)C2CC(=O)N(C(C)C)C2)cc1 (stereo not given) ?
NPY2 pot ag: 5; TRPN1 ag: 0.4; EP2 mod: 29; NPY-Y1 antag: -2; S1P4 antagonist: -3; S1P4 agonist: 0.2; NPY-Y1 PAM-ag: 10; TRPML3 ag: 0.4; CHOP inh: -13

How did COc1ccc2[nH]c(=O)c(CN(CCO)S(=O)(=O)c3c(C)ccc4nsnc34)cc2c1 do in these assays?
NPY2 pot ag: 3; TRPN1 ag: 0.1; EP2 mod: -2; NPY-Y1 antag: 0; S1P4 antagonist: -3; S1P4 agonist: 0.3; NPY-Y1 PAM-ag: -3; TRPML3 ag: 1.2; CHOP inh: 2

What do the screens show for `COc1ccc2c(c1)CCc1c(C(=O)N3CCCc4ccccc43)noc1-2`?
NPY2 pot ag: 5; TRPN1 ag: -1.8; EP2 mod: -17; NPY-Y1 antag: 8; S1P4 antagonist: -11; S1P4 agonist: -0.9; NPY-Y1 PAM-ag: 6; TRPML3 ag: 1.3; CHOP inh: 38

Results for O=c1c2ccccc2nc(-c2ccccc2)n1CCN1CCOCC1 ?
NPY2 pot ag: 19; TRPN1 ag: -0.7; EP2 mod: 14; NPY-Y1 antag: 0; S1P4 antagonist: -1; S1P4 agonist: 0.1; NPY-Y1 PAM-ag: 3; TRPML3 ag: 0.9; CHOP inh: -5

How did O=C(Nc1nc(-c2ccc(F)cc2)cs1)c1cccnc1 do in these assays?
NPY2 pot ag: 7; TRPN1 ag: 7.2; EP2 mod: -47; NPY-Y1 antag: -5; S1P4 antagonist: 3; S1P4 agonist: 1.1; NPY-Y1 PAM-ag: 9; TRPML3 ag: 1.3; CHOP inh: 9

Results for CCN1C(=O)/C(=C/c2nc3ccccc3c(=O)n2-c2ccccc2)c2ccccc21 ?
NPY2 pot ag: 7; TRPN1 ag: -0.3; EP2 mod: 16; NPY-Y1 antag: -1; S1P4 antagonist: 6; S1P4 agonist: -0.1; NPY-Y1 PAM-ag: -17; TRPML3 ag: -0.8; CHOP inh: 17

What do the screens show for `CCOc1ccc(C2C(C(=O)Nc3cc(C)on3)c3ccccc3C(=O)N2CCN2CCOCC2)cc1` (stereo not given)?
NPY2 pot ag: 2; TRPN1 ag: -0.2; EP2 mod: 5; NPY-Y1 antag: 4; S1P4 antagonist: -12; S1P4 agonist: 0.7; NPY-Y1 PAM-ag: -7; TRPML3 ag: 0.4; CHOP inh: -7

How did O=C(C1=C(O)C(=O)N(CCCN2CCOCC2)C1c1ccncc1)c1cc2ccccc2o1 (stereo not given) do in these assays?
NPY2 pot ag: -1; TRPN1 ag: 1.9; EP2 mod: 16; NPY-Y1 antag: 8; S1P4 antagonist: -22; S1P4 agonist: -0.5; NPY-Y1 PAM-ag: 12; TRPML3 ag: 0.9; CHOP inh: -1

What do the screens show for `Nc1nc(NCC2CCCO2)nc(NCC2CCCO2)c1[N+](=O)[O-]` (stereo not given)?
NPY2 pot ag: 9; TRPN1 ag: 0.8; EP2 mod: -3; NPY-Y1 antag: 0; S1P4 antagonist: -8; S1P4 agonist: -1.1; NPY-Y1 PAM-ag: 17; TRPML3 ag: 0.6; CHOP inh: -6

How did Cc1cc(C(=O)CSc2nnc(Cc3ccccc3)o2)c(C)n1Cc1ccc2c(c1)OCO2 do in these assays?
NPY2 pot ag: -14; TRPN1 ag: 1.0; EP2 mod: 17; NPY-Y1 antag: 1; S1P4 antagonist: 0; S1P4 agonist: -0.8; NPY-Y1 PAM-ag: -14; TRPML3 ag: -0.5; CHOP inh: 20

How did CCN(/N=C/c1ccc(N(C)C)cc1)c1nc2ccccc2[nH]1 do in these assays?
NPY2 pot ag: -1; TRPN1 ag: -0.6; EP2 mod: -59; NPY-Y1 antag: 5; S1P4 antagonist: -3; S1P4 agonist: -0.7; NPY-Y1 PAM-ag: 1; TRPML3 ag: 0.1; CHOP inh: -7

How did Cc1ccc(NC(=O)COC(=O)CCc2ccc(S(=O)(=O)N3CCOCC3)cc2)c(C)c1 do in these assays?
NPY2 pot ag: 11; TRPN1 ag: 2.1; EP2 mod: 4; NPY-Y1 antag: 1; S1P4 antagonist: -17; S1P4 agonist: 1.2; NPY-Y1 PAM-ag: -6; TRPML3 ag: 1.0; CHOP inh: 2

What do the screens show for `O=C(O)c1c[nH]c2c(C(F)(F)F)cccc2c1=O`?
NPY2 pot ag: 8; TRPN1 ag: -0.1; EP2 mod: 18; NPY-Y1 antag: 4; S1P4 antagonist: -5; S1P4 agonist: 1.6; NPY-Y1 PAM-ag: 7; TRPML3 ag: 0.8; CHOP inh: 14

Results for O=C(COc1ccc(Cl)cc1[N+](=O)[O-])NC1CCCCC1 ?
NPY2 pot ag: -3; TRPN1 ag: 5.8; EP2 mod: -31; NPY-Y1 antag: -2; S1P4 antagonist: -1; S1P4 agonist: -0.3; NPY-Y1 PAM-ag: 10; TRPML3 ag: 5.3; CHOP inh: -4

How did Cc1cc(O)c(C(C)C)cc1NC(=O)Nc1cccc2ccccc12 do in these assays?
NPY2 pot ag: 17; TRPN1 ag: 0.1; EP2 mod: -38&0; S1P4 antagonist: 3; S1P4 agonist: 0.1; NPY-Y1 PAM-ag: 26; TRPML3 ag: 0.7; CHOP inh: 22

Results for c1ccc(COc2ccc(-c3csnn3)cc2)cc1 ?
NPY2 pot ag: -4; TRPN1 ag: -0.8; EP2 mod: 2; NPY-Y1 antag: 4; S1P4 antagonist: -16; S1P4 agonist: 1.0; NPY-Y1 PAM-ag: 11; TRPML3 ag: 0.2; CHOP inh: 65

What do the screens show for `CC(C)(C)C(=O)Nc1cccc(C(=O)Nc2cc(C(=O)O)cc(C(=O)O)c2)c1`?
NPY2 pot ag: 1; TRPN1 ag: -0.8; EP2 mod: 24; NPY-Y1 antag: 0; S1P4 antagonist: -4; S1P4 agonist: 0.0; NPY-Y1 PAM-ag: 7; TRPML3 ag: 1.5; CHOP inh: 26

How did O=C(NCc1cccs1)C(=O)c1c[nH]c2ccccc12 do in these assays?
NPY2 pot ag: 12; TRPN1 ag: -2.4; EP2 mod: -70; NPY-Y1 antag: 9; S1P4 antagonist: -6; S1P4 agonist: -0.7; NPY-Y1 PAM-ag: -2; TRPML3 ag: -0.2; CHOP inh: -41

How did O=C(COC(=O)c1c2c(nc3ccccc13)CCCCC2)c1ccc(Cl)s1 do in these assays?
NPY2 pot ag: 9; TRPN1 ag: -0.3; EP2 mod: -18; NPY-Y1 antag: 2; S1P4 antagonist: -4; S1P4 agonist: -1.7; NPY-Y1 PAM-ag: -12; TRPML3 ag: 0.0; CHOP inh: 47

What do the screens show for `CCCn1c(=N)n(CCOCCOCCn2c(=N)n(CCC)c3ccccc32)c2ccccc21`?
NPY2 pot ag: 2; TRPN1 ag: 0.8; NPY-Y1 antag: 3; S1P4 antagonist: 5; S1P4 agonist: -0.2; NPY-Y1 PAM-ag: -26; TRPML3 ag: 0.8

Results for Cc1nn(-c2ccccc2)c(C)c1/C=N/NC(=O)CSc1nnc(SCc2cccc3ccccc23)s1 ?
NPY2 pot ag: 12; TRPN1 ag: 0.9; EP2 mod: 30; NPY-Y1 antag: -3; S1P4 antagonist: -21; S1P4 agonist: -1.7; NPY-Y1 PAM-ag: -11; TRPML3 ag: 0.0; CHOP inh: 38

Results for COc1ccc(-c2nc3c(n2O)CCC/C3=N\O)cc1 ?
NPY2 pot ag: 5; TRPN1 ag: 1.4; EP2 mod: 15; NPY-Y1 antag: -2; S1P4 antagonist: -17; S1P4 agonist: -4.1; NPY-Y1 PAM-ag: 15; TRPML3 ag: 0.5; CHOP inh: 3

Arranged by molar mass (highest first): part of the list above.
How did Cc1ccc(NC(=O)COC(=O)CCc2ccc(S(=O)(=O)N3CCOCC3)cc2)c(C)c1 do in these assays?
NPY2 pot ag: 11; TRPN1 ag: 2.1; EP2 mod: 4; NPY-Y1 antag: 1; S1P4 antagonist: -17; S1P4 agonist: 1.2; NPY-Y1 PAM-ag: -6; TRPML3 ag: 1.0; CHOP inh: 2

How did O=C(COC(=O)c1c2c(nc3ccccc13)CCCCC2)c1ccc(Cl)s1 do in these assays?
NPY2 pot ag: 9; TRPN1 ag: -0.3; EP2 mod: -18; NPY-Y1 antag: 2; S1P4 antagonist: -4; S1P4 agonist: -1.7; NPY-Y1 PAM-ag: -12; TRPML3 ag: 0.0; CHOP inh: 47

What do the screens show for `CC(C)(C)C(=O)Nc1cccc(C(=O)Nc2cc(C(=O)O)cc(C(=O)O)c2)c1`?
NPY2 pot ag: 1; TRPN1 ag: -0.8; EP2 mod: 24; NPY-Y1 antag: 0; S1P4 antagonist: -4; S1P4 agonist: 0.0; NPY-Y1 PAM-ag: 7; TRPML3 ag: 1.5; CHOP inh: 26

(further entries)
What do the screens show for `Cc1cc(/C=N/NC(=O)c2ccncc2)c(C)n1-c1ccccc1`?
NPY2 pot ag: 11; TRPN1 ag: 1.9; EP2 mod: -35; NPY-Y1 antag: 3; S1P4 antagonist: -11; S1P4 agonist: 1.1; NPY-Y1 PAM-ag: 11; TRPML3 ag: 0.4; CHOP inh: 25

What do the screens show for `COc1ccc(C2=NOC(CNC(=O)c3ccccc3Br)C2)c(OC)c1` (stereo not given)?
NPY2 pot ag: -21; TRPN1 ag: 0.1; EP2 mod: -9; S1P4 antagonist: 10; S1P4 agonist: 0.4; NPY-Y1 PAM-ag: 5; TRPML3 ag: 0.2; CHOP inh: -2

Results for CCc1nnc(NC(=O)C2Cc3ccccc3CN2S(=O)(=O)c2ccc(C)cc2)s1 (stereo not given) ?
NPY2 pot ag: 0; TRPN1 ag: -1.8; EP2 mod: 1; NPY-Y1 antag: -5; S1P4 antagonist: -9; S1P4 agonist: -0.4; NPY-Y1 PAM-ag: 11; TRPML3 ag: -1.4; CHOP inh: 31

What do the screens show for `O=C(O)c1nn(CCSc2ccccc2F)c(=O)c2ccccc12`?
NPY2 pot ag: -69; TRPN1 ag: -2.1; EP2 mod: 22; S1P4 antagonist: -12; S1P4 agonist: -0.3; NPY-Y1 PAM-ag: -9; TRPML3 ag: -1.5; CHOP inh: 9

What do the screens show for `CC(C)CC1NC(=S)N(C2CCCCC2)C1=O` (stereo not given)?
NPY2 pot ag: -10; TRPN1 ag: -0.1; EP2 mod: -17; NPY-Y1 antag: 1; S1P4 antagonist: -6; S1P4 agonist: 0.6; NPY-Y1 PAM-ag: 8; TRPML3 ag: 0.2; CHOP inh: 40

Bioassay records: PubChem BioAssay, several laboratories
